# PfG6PD inh: PfG6PD (Plasmodium falciparum) enzyme inhibition; PfGluPho enzyme, NADPH resazurin-diaphorase fluorescence; inhibition, % at 20 µM; actives 0.78% (n = 350,000); AID 504690;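 active = inhibition reaching at least a set limit at 20 µM in the primary screen, cut at about 59% in these data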;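 note: 0% = DMSO wells with substrate and 100% = DMSO wells lacking glucose-6-phosphate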
# mIAP inh: blocks mouse intestinal alkaline phosphatase | purified mouse IAP, CDP-Star luminescence, 30 min | inhibition, % at 10 µM | actives 0.2% (n = 330,000) | AID 2806;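 active = inhibition of at least 40% at 10 µM in the primary screen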;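 note: plate controls were DMSO with enzyme for no effect and no enzyme wells for full effect; values of inactives mirror those of a sister screen read the other way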
# mIAP activ: increases mouse intestinal alkaline phosphatase activity | muIAP, CDP-Star luminescence, 30 min; hits give high values; 1 = vehicle-only enzyme signal, 0 = enzyme-free wells | AID 2805 | actives 0.24% (n = 330,000) | activation factor at 10 µM;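 active = activation factor of at least 2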; note: the source names both 10 and 20 µM as test concentration; values of inactives mirror those of a sister screen read the other way
#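 Assay system: mouse IAP enzyme; reagent: chemiluminescent substrate CDP-Star; dosing: test compounds delivered from DMSO solution; schedule: 30 min at room temperature; measured by: luminescence from enzymatic CDP-Star hydrolysis; controls: DMSO-only wells and no-enzyme negative control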
# hIAP activ: human IAP activation; P09923; purified human IAP, CDP-Star luminescence, 30 min; hits give high values; 1 = vehicle-only enzyme, 0 = enzyme-free background; activation factor at 10 µM; actives 0.16% (n = 330,000); AID 2524;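 active = activation factor of the enzyme at least 2-fold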; note: the source names both 10 and 20 µM as test concentration; values of inactives mirror those of a sister screen read the other way
# hIAP inh: blocks human intestinal alkaline phosphatase | actives 0.12% (n = 330,000) | purified IAP, CDP-Star luminescence, 30 min | AID 2544 | P09923 | inhibition, % at 10 µM;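 active = inhibition reaching a set limit with compound at 10 µM in the primary screen, cut at about 35% in these data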;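 note: plate controls were DMSO wells with enzyme for no effect and no-enzyme buffer wells for full effect; values of inactives mirror those of a sister screen read the other way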
# ATG4B inh: blocks human ATG4B protease cleavage of LC3 substrate. ATG4B cleavage of LC3-PLA2, NBD-HPC fluorescence, 1 h. inhibition, % at 8.33 µM. actives 0.51% (n = 340,000). AID 504462; in the data active = inhibition above about 40%
# A3A deaminase: human APOBEC3A DNA deaminase inhibition. P31941. recombinant A3A, FAM/TAMRA ssDNA deamination fluorescence. inhibition, % at 20 µM. actives 0.41% (n = 330,000);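 active = at least 40% inhibition at 20 µM here, with at most 30% in a related deaminase screen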;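 note: plate controls were A3A with DMSO for no effect and wells lacking A3A enzyme for full effect; some results filed as inactive read as strong as hits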
# Target sequence (P31941 whole entry, looked up): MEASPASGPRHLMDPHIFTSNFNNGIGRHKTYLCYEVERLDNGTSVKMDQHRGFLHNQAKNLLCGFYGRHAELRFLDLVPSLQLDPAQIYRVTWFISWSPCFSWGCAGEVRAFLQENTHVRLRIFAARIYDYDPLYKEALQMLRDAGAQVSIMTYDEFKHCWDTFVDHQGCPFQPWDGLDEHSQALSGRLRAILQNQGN
# HKDC1 inhibitor: inhibitors of human hexokinase HKDC1 | Q2TB90 | recombinant HKDC1, G6PDH/diaphorase resazurin coupled fluorescence | inhibition, % at 20 µM | actives 0.16% (n = 340,000) | AID 493160;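 active = inhibition above about 35% when tested at 20 µM, limit read from the data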;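 note: plate controls were DMSO wells with enzyme for no effect and DMSO wells lacking enzyme for full effect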
# Target sequence (Q2TB90 whole entry, looked up): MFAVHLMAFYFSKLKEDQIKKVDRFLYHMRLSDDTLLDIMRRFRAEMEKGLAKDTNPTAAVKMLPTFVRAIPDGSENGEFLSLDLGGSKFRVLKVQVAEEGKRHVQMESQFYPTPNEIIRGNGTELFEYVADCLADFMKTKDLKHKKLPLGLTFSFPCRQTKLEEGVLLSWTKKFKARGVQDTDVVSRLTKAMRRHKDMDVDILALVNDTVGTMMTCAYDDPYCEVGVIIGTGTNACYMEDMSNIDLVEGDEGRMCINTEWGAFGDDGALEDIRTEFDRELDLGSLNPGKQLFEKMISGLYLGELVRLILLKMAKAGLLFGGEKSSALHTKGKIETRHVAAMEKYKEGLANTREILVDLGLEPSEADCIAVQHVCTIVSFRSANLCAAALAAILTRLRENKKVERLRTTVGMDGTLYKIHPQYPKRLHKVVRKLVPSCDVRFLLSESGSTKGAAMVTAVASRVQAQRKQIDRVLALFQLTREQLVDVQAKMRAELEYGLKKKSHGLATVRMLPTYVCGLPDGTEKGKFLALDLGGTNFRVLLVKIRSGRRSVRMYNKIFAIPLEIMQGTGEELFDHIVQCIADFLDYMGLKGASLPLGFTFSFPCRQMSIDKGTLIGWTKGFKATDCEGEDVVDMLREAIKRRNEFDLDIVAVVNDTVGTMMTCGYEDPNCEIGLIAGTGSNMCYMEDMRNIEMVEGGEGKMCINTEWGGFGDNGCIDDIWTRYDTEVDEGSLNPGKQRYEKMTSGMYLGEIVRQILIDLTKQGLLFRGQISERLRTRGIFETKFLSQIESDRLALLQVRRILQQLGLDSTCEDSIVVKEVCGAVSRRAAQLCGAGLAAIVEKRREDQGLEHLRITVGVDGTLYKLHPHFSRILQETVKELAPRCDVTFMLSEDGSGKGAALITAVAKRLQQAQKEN
#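 Test system: recombinant HKDC1 (HK5) hexokinase enzyme, produced in-house / Doses: 20 µM test compound, 1% DMSO / Timing: 90 min, room temperature / Detection: G6PDH/diaphorase-coupled fluorescence, 1 mM NADP, 100 µM resazurin, 525/613 nm / Control set: DMSO wells with and without enzyme mix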
# * marks the source's active call; other numbers are inactive results; nt = not tested or not shown; & = joins results of further samples. Not all compounds are listed; count on the stated rates, not on these rows.
SMILES,PfG6PD inh,mIAP inh,mIAP activ,hIAP activ,hIAP inh,ATG4B inh,A3A deaminase,HKDC1 inhibitor
CC1=NN(c2ccccc2)C(=O)C1/C=C1\C(=O)NC(=O)N(c2cc(C)cc(C)c2)C1=O (centres undefined),-31,10,0.91,0.89,11,-3,0,-2
CCOc1ccc(C(=O)OC2CC3CCC(C2)N3C)cc1 (centres undefined),-8,-3,1,0.83,16,-7,-2,0
COC(=O)C1=C(c2ccc(OC)c(OC)c2)C[C@@H]2CC[C@H]1N2C(=O)N1CCOCC1,-10,2,0.98,0.98,2,8,-1,-2
Cc1ccc(-c2nc(N(C)C3CCN(C)CC3)c3ccccc3n2)cc1,10,4,0.96,0.91,9,-3,-2,-6
CCOC(=O)N1CCN(C(C)C(=O)c2c[nH]c3ccccc23)CC1 (centres undefined),1,0,1,1.1,-7,-9,-2,-5
NC(=O)OCCCc1ccccc1,1,5,0.95,0.85,15,4,2,-3
COc1ccc(C[C@H]2NC[C@H](O)[C@H]2OC(C)=O)cc1,-2,4,0.95,1,-2,-2,0,-2
Cc1ccc(NC(=S)NCCc2cnc[nH]2)cc1C,2,-2,1,1.1,-5,-4,-2,-5
COc1cc(OC)c(OC)cc1CNC(C)C(O)c1ccccc1 (centres undefined),-17,-10,1.1,0.92,8,-7,-5,14
COc1cccc(C(=O)C2CCCN(Cc3ccccn3)C2)c1 (centres undefined),-1,-2,1,1,-4,-6,-1,0
COc1ccc(-c2csc(NC(=O)COC(=O)Cc3ccccc3)n2)cc1OC,nt,-12,1.1,1.2,-16,nt,0,nt
O=P1(NCc2ccco2)COc2ccccc2OC1,12,2,0.97,1,0,-14,-1,2
O=c1[nH]c(=O)n(-c2cccc(Cl)c2)c(O)c1C=NCCCN1CCOCC1,5,8,0.92,0.99,1,1,-2,-5
O=C1NC(=O)N(Cc2ccccc2)C(=O)/C1=C/C=C/c1ccco1,44,57*,0.43,0.99,1,-9,74,12
CC(C)OP(=O)(Oc1ccc(C(O)C(Cl)(Cl)Cl)cc1)OC(C)C (centres undefined),-6,5,0.95,0.93,7,-6,1,2
CC1(C)C(c2ccccc2)=NC(c2cccnc2)=[N+]1[O-],20,8,0.92,0.97,3,-10,1,4
CCC(=NC1CC1)c1c(O)n(C2CCCCC2)c(=O)[nH]c1=O,4,4,0.96,0.79,21,-8,1,2
COC(=O)C1=C(c2ccc(Cl)c(C(F)(F)F)c2)C[C@@H]2CC[C@H]1N2C(=O)NCCOc1ccc(OC)cc1,24,-9,1.1,1.3,-31,-6,-1,1
O=C1/C(=C/c2ccncc2)N2CCC1CC2,-7,2,0.98,0.94,6,7,4,0
CC(=O)C1C2c3ccccc3OC1(C)N=c1s/c(=C/c3cn(C)nc3C)c(=O)n12 (centres undefined),-4,12,0.89,1.1,-11,-10,-5,0
CCN(CC)c1ccc(N=Cc2c(O)n(CCC3=CCCCC3)c(=O)[nH]c2=O)cc1,-5,2,0.98,1.2,-17,-1,-4,3
COC(=O)C1=C(c2cccc(OCc3ccccc3)c2)C[C@@H]2CC[C@H]1N2C(=O)NCc1cc(C)oc1C(F)(F)F,5,-19,1.2,0.95,5,4,-3,7
CC(C)(CN)CC(=O)O,-13,-2,1,1,-3,8,-2,4
CCN1C[C@@]2(COC)C3[C@@H](OC)[C@H]4[C@@H]1[C@@]3(C1C[C@H]3[C@H](O)C1[C@]4(O)C[C@H]3OC)[C@@H](OC)C[C@H]2O (some centres undefined),10,-1,1,1.1,-14,0,-1,1
CCC1(CC)C(=O)N(C)C(=O)NC1=NC,-4,1,0.99,0.91,10,4,4,-1

# (more compounds)
SMILES,PfG6PD inh,mIAP inh,mIAP activ,hIAP activ,hIAP inh,ATG4B inh,A3A deaminase,HKDC1 inhibitor
CCOC(=O)C1(CCc2ccccc2)CCN(Cc2csc(C(C)=O)c2)CC1,-12,8,0.92,0.98,2,11,-1,-3
O=[N+]([O-])c1ccc(-[n+]2c(-c3ccccc3)cc(-c3ccccc3)cc2-c2ccccc2)cc1,6,11,0.89,1.2,-20,8,9,-6
COc1ccc2[nH]c3c(c2c1)CCN[C@H]3C,6,6,0.94,0.97,3,1,2,-1
COCc1c(CN)cnc(C)c1N,19,2,0.98,1.1,-7,-1,-2,-11
COC(=O)C1=C(c2cc3ccccc3s2)C[C@@H]2CC[C@H]1N2C(=O)NC1CCCCC1,2,-5,1.1,1,-2,11,-2,7
Cc1nn(C)c(C)c1P(=S)(c1c(C)nn(C)c1C)N(C)C,10,1,0.99,0.95,5,-5,-4,-12
CCC(=NCc1ccco1)c1c(O)n(C)c(=O)n(C)c1=O,-4,-8,1.1,0.98,2,-5,-4,-3
CC(=NCCCN1CCOCC1)c1c(O)[nH]c(=O)[nH]c1=O,-16,7,0.93,1.1,-11,2,-3,-6
O=Cc1cn(Cc2ccc(Br)cc2)c2ccccc12,9,9,0.91,0.92,8,-10,-6,-1
Cc1cc(/C=C2\C(=O)NC(=O)N(Cc3ccccc3Cl)C2=O)c(C)n1-c1ccc(C(=O)O)cc1,4,6,0.94,1.1,-12,37,32,16
Cc1ccc(-c2ccc(=O)n(CC(=O)N3CCC4(CC3)OCCO4)n2)cc1,8,4,0.96,0.96,4,-6,-3,-8
COC(=O)C1=C(c2cccc(C#N)c2)C[C@@H]2CC[C@H]1N2C(=O)N1CCCC1,1,3,0.97,0.95,5,-5,-1,-4
CN1CC=C(/C=C/c2ccc(-c3ccccc3)cc2)CC1,12,-4,1,1.2,-16,6,-8,-4
Oc1ccc(C2NCc3ccccc3-n3cccc32)cc1Cl (centres undefined),13&15,-14&0,1.1&1,1.1&1,-7&-3,-2&-11,-6&3,0&-11
COC(=O)C1=C(c2ccccc2)C[C@@H]2CC[C@H]1N2C(=O)N1CCCCC1,-8,0,0.99,0.95,5,3,0,-8
Cc1ccc(-n2c(C)nc3ccccc3c2=O)cc1C,-2,5,0.95,1,-1,7,-1,-7
CCCCn1c(O)c(C(CC)=NCCc2ccccc2)c(=O)[nH]c1=O,-16,-3,1,0.98,2,-3,1,1
COc1ccc(OCC(=O)N2CCN(C/C=C/c3ccccc3)CC2)cc1,-6,-10,1.1,1.1,-12,6,0,7
COc1cc(C(=S)N2CCOCC2)cc(OC)c1OC(=O)Cc1ccccc1,24,2,0.97,1.1,-12,1,-8,-4
OCCN(CC#CC(O)(c1ccccc1)C1CCCC1)CCO (centres undefined),3,-1,1,1.1,-11,-10,-2,-2
CC(C)=CCN1CC[C@@]2(C)c3cc(O)ccc3CC1C2C (some centres undefined),12,-8,1.1,0.96,4,-7,2,1
CCCCCCC(=O)N/N=C/c1c(O)n(CCc2ccccc2)c(=O)[nH]c1=O,-57,0,1,1,0,3,3,-14
Cc1cc(OCC(=O)NC2CCS(=O)(=O)C2)c2c3c(c(=O)oc2c1)CCC3 (centres undefined),-16,2,0.98,0.83,17,-14,-1,7
N=C1c2ccccc2CN1c1ncccn1,-6,-8,1.1,1.1,-15,7,1,-8
CCC(C)n1c(O)c(C=Nc2cccc(C(F)(F)F)c2)c(=O)[nH]c1=S (centres undefined),15,1,0.99,0.95,5,-6,-3,6

# The list goes on (six carried over from the part before).
SMILES,PfG6PD inh,mIAP inh,mIAP activ,hIAP activ,hIAP inh,ATG4B inh,A3A deaminase,HKDC1 inhibitor
OCCN(CC#CC(O)(c1ccccc1)C1CCCC1)CCO (centres undefined),3,-1,1,1.1,-11,-10,-2,-2
CC(C)=CCN1CC[C@@]2(C)c3cc(O)ccc3CC1C2C (some centres undefined),12,-8,1.1,0.96,4,-7,2,1
CCCCCCC(=O)N/N=C/c1c(O)n(CCc2ccccc2)c(=O)[nH]c1=O,-57,0,1,1,0,3,3,-14
Cc1cc(OCC(=O)NC2CCS(=O)(=O)C2)c2c3c(c(=O)oc2c1)CCC3 (centres undefined),-16,2,0.98,0.83,17,-14,-1,7
N=C1c2ccccc2CN1c1ncccn1,-6,-8,1.1,1.1,-15,7,1,-8
CCC(C)n1c(O)c(C=Nc2cccc(C(F)(F)F)c2)c(=O)[nH]c1=S (centres undefined),15,1,0.99,0.95,5,-6,-3,6
Cc1ccsc1C(=O)C1CCCN(Cc2cccc(-n3cccn3)c2)C1 (centres undefined),14,8,0.92,0.91,9,9,0,-3
COc1ccc(-c2cc(=Nc3cccc(C(=O)O)c3)c3cc(C)ccc3o2)cc1,-16,0,1,0.85,14,61*,0,3
O=C1C2CCCC1C(N1CCCCC1)CC2 (centres undefined),-18,8,0.92,0.88,12,5,3,-5
O=C(C1CCC(=O)N1C1CCCCC1)N1CCC2(CC1)OCCO2 (centres undefined),-2,2,0.98,0.95,5,-1,10,-14
COc1c(C)cc(C(=O)C2CCCN(Cc3cccc(C)n3)C2)cc1C (centres undefined),-12,4,0.96,1,-2,-8,1,-1
CCS(=O)(=O)Nc1cccc(C(=C2CCCCC2)c2cnc[nH]2)c1,-11,2,0.97,0.74,26,1,1,-2
O=c1[nH]c(=S)n(-c2ccccc2)c(O)c1/C=N/N1CCCCC1c1cccnc1 (centres undefined),-12,4,0.96,1.1,-10,2,4,0
CCCC[n+]1cc(=N)o[n-]1,2,0,1,0.96,4,-6,-2,-3
C=CCn1c(O)c(/C=N/N2CCCCC2)c(=O)[nH]c1=O,5,0,1,0.94,6,4,-2,-5
CCn1ccnc1CN1CCCC(C(=O)c2cc(Cl)ccc2OC)C1 (centres undefined),-8,-2,1,1.1,-7,-1,-1,-2
CC(=O)Nc1ccc(CC(=O)N2CCN(Cc3ccccc3)CC2)cc1,-6,-8,1.1,1,-2,-4,-2,-4
CCC(C)C12CN3CCN(CC(C)(C3)C1=O)C2 (centres undefined),1,-2,1,1.1,-9,2,-5,-7
Cc1[nH]c2ccccc2c1C(=O)CN1CC=C(c2ccccc2)CC1,-9,2,0.98,0.88,12,-2,-2,-6
O=C(c1ccc(CNS(=O)(=O)c2ccc(Br)cc2)cc1)N1CCC2(CC1)OCCO2,2,5,0.95,1.1,-8,1,3,-9
CCC(=NCCc1c[nH]c2ccccc12)c1c(O)n(-c2ccc(C)cc2)c(=O)[nH]c1=O,11,-6,1.1,0.88,12,-9,-3,10
CC12CN3CC(C)(CN(C1)C31CCOCC1)C2=O,-5,3,0.97,0.93,7,-3,-3,-7
C(CCc1nn[nH]n1)CCc1nn[nH]n1,-7,-3,1,0.99,1,7,-1,-11
CCOc1cc2c(cc1OCC)-n1cccc1C(c1cc(OC)ccc1F)NC2 (centres undefined),11,7,0.93,1.2,-17,-6,-2,-1
O=C1NC(=O)C(C(CC(=O)c2ccccc2)c2ccccc2)C(=O)N1 (centres undefined),-19,-14,1.1,1.1,-10,-1,-3,2
CCOP(=O)(OCC)c1cccc(O)c1,1,0,1,0.91,9,-4,4,-9
C[N+](C)(C)CC(=O)Nc1ccc(Cl)cc1C(=O)c1ccccc1,2,-7,1.1,0.96,4,4,-1,-6
O=c1[nH]c(=S)n(Cc2ccc(F)cc2)c(O)c1/C=N/N1CCCCC1,0,12,0.88,1.1,-7,3,-1,-8
COP(=S)(OC)c1c(C)nn(CCC#N)c1NC(=O)c1ccc(Cl)cc1,-13,-2,1,1.1,-9,1,-1,-3
Clc1cnc(Oc2ccc(Oc3ncc(Cl)cc3Cl)cc2)c(Cl)c1,-11,5,0.95,1.1,-8,-6,-5,1
CNC(C)Cc1ccccc1Sc1ccc(O)cc1 (centres undefined),1,0,1,0.99,1,-11,-3,-1
CC(Cl)(Cl)/C(=N/P(=S)(N1CCOCC1)N1CCOCC1)N1CCOCC1,-6,2,0.98,1.1,-14,-3,4,-3

# Bioassay records from PubChem.
